Screening data: PubChem, Broad Institute
ERAP1 inh = blocks human ERAP1 aminopeptidase activity. Q9NZ08. recombinant ERAP1, Leu-AMC fluorescence, 60 min. inhibition, % at 10.7 µM. 340,000 tested, 0.15% active. AID 652197;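 active = mean replicate inhibition of at least 30%, or all replicates individually reaching that 30% level; inactive = mean below 30% and not every replicate reaching it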;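 note: 0% = neutral control wells and 100% = L-leucinethiol positive control wells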
Target sequence (Q9NZ08 whole entry, looked up): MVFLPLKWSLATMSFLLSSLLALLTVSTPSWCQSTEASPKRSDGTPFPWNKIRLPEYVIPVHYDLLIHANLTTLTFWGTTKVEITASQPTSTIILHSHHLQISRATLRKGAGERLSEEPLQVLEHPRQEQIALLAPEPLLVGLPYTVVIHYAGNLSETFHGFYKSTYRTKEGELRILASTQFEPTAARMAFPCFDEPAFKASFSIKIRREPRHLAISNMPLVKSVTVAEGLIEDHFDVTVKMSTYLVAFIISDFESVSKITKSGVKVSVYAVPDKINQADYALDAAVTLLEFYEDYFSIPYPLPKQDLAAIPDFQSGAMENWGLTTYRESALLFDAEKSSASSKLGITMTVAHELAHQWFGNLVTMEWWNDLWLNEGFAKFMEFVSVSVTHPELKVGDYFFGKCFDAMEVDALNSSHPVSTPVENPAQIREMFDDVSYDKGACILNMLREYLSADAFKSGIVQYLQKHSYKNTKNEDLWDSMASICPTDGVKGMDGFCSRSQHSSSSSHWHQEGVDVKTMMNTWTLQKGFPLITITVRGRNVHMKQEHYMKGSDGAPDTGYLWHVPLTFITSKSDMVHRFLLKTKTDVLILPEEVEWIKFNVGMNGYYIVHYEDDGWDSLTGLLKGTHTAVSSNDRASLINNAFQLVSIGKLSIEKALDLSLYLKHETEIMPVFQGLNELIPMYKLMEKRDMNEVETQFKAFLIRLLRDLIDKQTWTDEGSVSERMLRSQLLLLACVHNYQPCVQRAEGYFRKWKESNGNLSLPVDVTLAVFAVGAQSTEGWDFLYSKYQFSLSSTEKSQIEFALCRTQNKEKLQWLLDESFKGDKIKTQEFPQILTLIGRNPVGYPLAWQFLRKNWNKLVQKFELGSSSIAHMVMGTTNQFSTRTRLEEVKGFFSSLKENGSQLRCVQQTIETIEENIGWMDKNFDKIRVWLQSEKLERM
Statin myotox sup = protects C2C12 myotubes from simvastatin toxicity; rescue of ATP level, % at 7.49 µM; ATP luminescence, 48 h; scaled: DMSO 0, geranylgeraniol control 100; 330,000 tested, 0.78% active;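 active = mean ATP rescue above about 67%, or every replicate alone reaching that limit, limit read from the data, passing the limit was not always enough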;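 note: myotubes were challenged with 10 µM simvastatin during compound exposure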
Xi reactivation = activators of X-chromosome reactivation in mouse fibroblasts; 360,000 tested, 0.055% active; XiGFP mouse fibroblasts, % GFP-positive cells imaging, 3 d; cells co-treated with 5-aza-dC sensitizer; scaled so ellipticine positive control = 100%; activation, % at 7.58 µM;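 active = mean normalized replicate activation at least 10% and every replicate at or above 10%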;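 note: 0% = median of on-plate neutral control wells and 100% = ellipticine 6 µM median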
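System: 68-5-11 XiGFP fibroblast line | Buffer or medium: DMEM containing 5-aza-dC | Compound: Single point | Times: Compounds 3 days, fix/stain 15 min at room temperature | Benchmarks: Positive control ellipticine, 6 µM final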
S100A4 inh HTS = S100A4-myosin IIA interaction inhibition; AID 652163; 360,000 tested, 0.14% active; inhibition, % at 10.7 µM; S100A4/TAMRA-MyoIIA peptide fluorescence polarization; P26447;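 active = mean inhibition of at least 70% across replicates, with every replicate also reaching that level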
Target sequence (P26447 whole entry, looked up): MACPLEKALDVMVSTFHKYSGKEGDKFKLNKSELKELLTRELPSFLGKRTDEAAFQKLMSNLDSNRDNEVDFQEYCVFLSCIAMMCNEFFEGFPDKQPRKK
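Material: S100A4 monomer protein | Medium: HEPES pH 7.2 with CaCl2, KCl, NaCl, DTT, Triton | Reagent: Labelled myosin peptide probe, 5 nM | Doses: One dose per compound | Times: 5 min incubation before reading | Benchmarks: Neutral control DMSO, positive control TFP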
LGR2 inh = inhibitors of bursicon-induced Drosophila LGR2 receptor cAMP signaling | HEK293 LGR2, CRE-luciferase, bursicon-stimulated, 4 h | inhibition, % at 9.99 µM | 380,000 tested, 0.35% active | AID 720647;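 active = drop in luminescence signal, shown as inhibition above about 50% in the replicate tests, limit read from the data, passing the limit was not always enough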;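 note: agonist challenge used bursicon conditioned medium at about half maximal strength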
PGC1a acetyl inh = modulators of PGC1a acetylation; U2OS PGC1a acetylation, AlphaScreen anti-acetyl-lysine; with virally co-expressed GCN5 acetyltransferase; inhibition, % at 15.6 µM; 350,000 tested, 0.17% active;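 active = every replicate shows inhibition of at least 40%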;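 note: 0% = neutral control wells and 100% = positive control wells; some results beyond the cut were filed as inactive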
Cneo AK release = causes C. neoformans cell lysis. 360,000 tested, 0.2% active. adenylate kinase release luminescence, 4 h; normalised: neutral wells 0, clomiphene wells 100. lysis activity, % at 15 µM;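 active = mean lysis activity across replicates of at least 80%, whatever share of replicates individually reach that level; inactive = mean lysis activity below 80%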
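Assay system: log-phase C. neoformans yeast / Quantity: yeast cell density of 5 × 10^6 cells/mL / Medium: fresh YPD growth medium / Compound: single dose / Timing: static 4 h at 37 °C with compound, 1 h detection / Measured by: adenylate kinase release luminescence / Read-out: lysis from increased AK signal / Benchmarks: Clomiphene as positive lysis control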
SIRT5 inh = inhibitors of human sirtuin-5 desuccinylase; Q9NXA8; Purified SirT5, succinyl-peptide AMC, trypsin-coupled fluorescence; inhibition, % at 15 µM; 330,000 tested, 1.1% active; in the data active = inhibition above about 15%
The depositor's hits bear a star; / = no result given; & = joins results of further samples.

SMILES	ERAP1 inh	Statin myotox sup	Xi reactivation	S100A4 inh HTS	LGR2 inh	PGC1a acetyl inh	Cneo AK release	SIRT5 inh
O=C(Cn1nnc(-c2ccc(F)cc2)n1)NC(=O)NC1CCCCC1	1	2	0.0	1	-8	9	1	1
CN(C(=O)Cc1csc(-c2ccccc2)n1)c1c(N)n(Cc2ccccc2)c(=O)[nH]c1=O	0	-13	0.0	-2	-4	/	1	3
O=C(NCCN1CCOCC1)c1cc(Sc2ccc(F)cc2F)nc2ccccc12	-5	/	0.0	-5	-4	-8	0	-6
Cc1ccc(S(=O)(=O)Nc2cccc3c2O[C@@H](CN(C)C(=O)Nc2ccccc2)[C@H](C)CN([C@@H](C)CO)C3=O)cc1	5	17	0.0	-1	5	-1	0	-4
O=C(O)c1cc2cc(S(=O)(=O)O)ccc2cc1O	3	/	0.1	0	7	/	/	5
Cc1ccccc1S(=O)(=O)N(C)C[C@@H]1OCc2ccccc2-c2ccccc2C(=O)N([C@H](C)CO)C[C@H]1C	1	/	-0.2	3	14	-12	-1	8
C[C@H](CO)N1C[C@H](C)[C@@H](CN(C)C(=O)Nc2ccnc(N3CCOCC3)c2)OCc2cnnn2CCCC1=O	-4&-2&-4	-13&-18&-4	0.2&0.3	-9&8&-6	-10&-8	-6&-5&5	-2&0&44	3&-2&1
O=C1C(=O)N(Cc2cccnc2)C(c2cccc([N+](=O)[O-])c2)/C1=C(\O)c1ccc2c(c1)OCCO2 (centres undefined)	4	-4	0.0	7	14	2	2	5
CO[C@H](CN(C)S(=O)(=O)c1cccc(Cl)c1)[C@@H](C)CN(C(=O)Nc1ccccc1F)[C@@H](C)CO	-1	8	0.0	-3	-19	13	-8	/
O=C(NC1CCCCC1)N1CC(=O)N2[C@@H](CO)[C@H](c3ccc(-c4ccncc4)cc3)[C@@H]2C1	0	/	0.0	-2	-12	2	/	-1
O=C(Cn1sc2ccccc2c1=O)Nc1ccc(Br)cc1	-1	18	0.0	0	4	/	-1	-4
COc1cccc(C(=O)N2C[C@H]3[C@@H](c4ccccc42)[C@@H](CO)N3Cc2ccccc2Cl)c1	/	54	0.1	/	9	-10	-4	/
O=C(NN=C1CCCCCCCCCCC1)c1cccnc1	3	/	0.3	-6	-20	/	/	-2
CCOC(=O)C1CCN(C(=O)c2ccccc2NS(=O)(=O)c2ccc(C)cc2)CC1	-1	-3	-0.1	0	10	-5	5	-3
COc1ccc(COCC(O)CN2CCN(S(=O)(=O)c3c(F)cccc3F)CC2)cc1OC (centres undefined)	1	-29	0.2	-1	-3	8	2	-2
Cn1c(N2CCN(S(=O)(=O)c3ccc(Cl)cc3)CC2)nc2ccccc21	-1	-6	0.1	-1	15	-8	3	-3
Cc1noc(C)c1S(=O)(=O)N(C)C[C@H]1Oc2ccc(NC(=O)Nc3ccc4c(c3)OCO4)cc2CC(=O)N([C@@H](C)CO)C[C@@H]1C	-1	2	-0.1	-7	-8	-4	-1	-7
O=C(NCC[C@@H]1CC[C@H](NS(=O)(=O)c2cccc(F)c2)[C@H](CO)O1)Nc1cc(F)ccc1F	3	3	-0.3	8	12	-9	0	3
CCN(CC)C(=O)Cc1c(OC)ccc2cc(Br)ccc12	-3	-2	0.1	-7	3	/	4	-3
CC(=O)Oc1ccc(N(C(C)=O)S(=O)(=O)c2ccc3ccccc3c2)cc1	1	-6	0.0	0	10	7	-4	0
CC(C)C(OC(=O)c1ccccc1)c1nccc2ccccc12 (centres undefined)	-3	8	-0.1	-12	-87	/	-1	-3
Cc1ccc(NCC(=O)N/N=C/c2cc(O)ccc2[N+](=O)[O-])cc1	5	/	0.0	-13	25	3	/	-3
Cc1ccc(C(=O)NCC(=O)NCc2cc(=O)n(C)c(=O)n2C)cc1C	1	3	0.0	0	2	-5	0	-3
COc1ccc(N(CC(=O)NCCSC(C)(C)C)S(C)(=O)=O)c(OC)c1	-2	-1	/	-43	7	7	7	-1
O=c1[nH]c2ccccc2nc1Cc1ccc([N+](=O)[O-])cc1	2	-14	-0.1	-3	11	/	1	1

Ordered by formula weight (low to high): some entries from above.
SMILES	ERAP1 inh	Statin myotox sup	Xi reactivation	S100A4 inh HTS	LGR2 inh	PGC1a acetyl inh	Cneo AK release	SIRT5 inh
O=C(Cn1nnc(-c2ccc(F)cc2)n1)NC(=O)NC1CCCCC1	1	2	0.0	1	-8	9	1	1
CC(=O)Oc1ccc(N(C(C)=O)S(=O)(=O)c2ccc3ccccc3c2)cc1	1	-6	0.0	0	10	7	-4	0
O=C(NCCN1CCOCC1)c1cc(Sc2ccc(F)cc2F)nc2ccccc12	-5	/	0.0	-5	-4	-8	0	-6
O=C1C(=O)N(Cc2cccnc2)C(c2cccc([N+](=O)[O-])c2)/C1=C(\O)c1ccc2c(c1)OCCO2 (centres undefined)	4	-4	0.0	7	14	2	2	5
Cc1ccccc1S(=O)(=O)N(C)C[C@@H]1OCc2ccccc2-c2ccccc2C(=O)N([C@H](C)CO)C[C@H]1C	1	/	-0.2	3	14	-12	-1	8

(more compounds)
SMILES	ERAP1 inh	Statin myotox sup	Xi reactivation	S100A4 inh HTS	LGR2 inh	PGC1a acetyl inh	Cneo AK release	SIRT5 inh
Cc1ccc2c(c1)NC(=O)C(CC(=O)NCCCN1CCN(c3cc(C)ccc3C)CC1)O2 (centres undefined)	3	-18	0.1	3	23	3	8	/
CCOC(=O)N1CCN(c2ncnc3c2cnn3-c2ccc(Cl)cc2)CC1	6	/	/	-1	1	/	/	-1
Cc1ccc(S(=O)(=O)c2cc3c(=O)n4cccc(C)c4nc3n(CCc3ccccc3)c2=N)cc1C	-4	-7	0.0	-5	12	-1	-1	5
Cc1[nH]c2ccccc2c1C(=O)C(=O)NCc1ccco1	-4	/	0.2	-6	0	/	15	-1
COc1ccc(CN(C)C[C@@H]2Oc3ccc(NC(=O)C4CC4)cc3CC(=O)N([C@H](C)CO)C[C@@H]2C)cc1	-1	-9	-1.3	-47	-4	6	-2	-1
COc1ccc(C(=O)/C(C#N)=N/Nc2cccc([N+](=O)[O-])c2)cc1	0	-150	0.2	6	-18	-9	0	3
CC(C)C[C@H](NC(=O)c1cccs1)C(=O)N1CCC[C@H]1C(=O)NCc1ccccc1	4	/	0.3	-9	10	/	/	10
COC(=O)c1ccc(NCC(=O)Nc2cc(C)cc(C)c2)cc1	2	1	-0.1	-1	14	4	-1	-1
C=C(C)Cn1c(C)cc(C)c(S(=O)(=O)c2cccc(C)c2)c1=O	-2	/	0.0	-3	15	/	/	-5
O=C(Nc1ccc(S(=O)(=O)N2CCOCC2)cc1)C1CCN(S(=O)(=O)c2ccc(Cl)cc2)CC1	-1	-26	0.3	-8	9	/	0	-4
COC(=O)c1c(NC(=O)Cc2ccccc2)sc2c1CCN(C(C)C)C2	17	-2	0.3	-3	-17	13	1	2
COc1ccccc1/C=C/C(=O)Nc1ccc(S(=O)(=O)Nc2cc(C)on2)cc1	2	-1	-0.1	-1	-3	-1	1	3
C[C@@H]1CCCCO[C@@H](CN(C)Cc2ccc3c(c2)OCO3)[C@H](C)CN([C@H](C)CO)C(=O)c2cc(NC(=O)Nc3ccc(C(F)(F)F)cc3)ccc2O1	-3	/	0.2	18	23	4	43	8
COc1nc(=O)n(C2CCCO2)cc1C (centres undefined)	2	/	0.0	1	-26	/	/	-1
COc1ccc(C(=O)N/C(=C\c2ccc(OC)c(OC)c2)C(=O)N2CCCCC2)cc1	-2	18	0.4	2	-6	/	3	1
Clc1cccc(N/N=C(\Cc2nc3ccccc3[nH]2)c2ccccc2)c1	/	/	0.0	/	-9	-42	-2	/
CC(C)c1ccc(CC(=O)N2CCC2(C)C(=O)NS(=O)(=O)c2cccc(OC(F)F)c2)cc1 (centres undefined)	-2	9	0.1	7	16	8	15	/
CCCN(C)C[C@@H]1Oc2cc(C#C[C@@H](C)O)ccc2S(=O)(=O)N([C@@H](C)CO)C[C@@H]1C	-1	2	-0.2	-1	-6	-4	2	-2
C[C@H]1CN([C@@H](C)CO)C(=O)c2cccc(NS(C)(=O)=O)c2O[C@@H]1CN(C)Cc1ccc(Oc2ccccc2)cc1	3	-3	-0.1	8	-3	13	-1	2
Cc1ccc(S(=O)(=O)Nc2ccc3c(c2)C(=O)N([C@@H](C)CO)C[C@H](C)[C@@H](CN(C)C(=O)Nc2cccc4ccccc24)OCCCC[C@@H](C)O3)cc1	3	/	0.1	-4	9	-19	-2	16*
CCSc1nnc2ccc(-c3ccc(OC)c(OC)c3)nn12	15	-9	0.0	-3	-28	5	-4	0
CN1c2ccc(C#Cc3cccnc3)cc2[C@H]2[C@H](CCN2S(=O)(=O)c2cccc(F)c2)[C@H]1CO	-3	0	0.0	-13	6	0	7	6
COCC#Cc1ccc2c(c1)O[C@H](CN(C)C(C)=O)[C@@H](C)CN([C@@H](C)CO)S2(=O)=O	1	/	-0.8	-30	4	0	5	-4
Cc1ccc2c(=O)n3c(nc2c1)C(CC(C)C)NC(=O)c1ccc(Cl)cc1-3 (centres undefined)	-4	/	-0.1	1	-5	/	/	4
O=C(CCNS(=O)(=O)c1ccc(Br)s1)NCc1ccc2c(c1)OCO2	3	/	0.1	-6	1	-3	/	-2
Going on with the list.
SMILES	ERAP1 inh	Statin myotox sup	Xi reactivation	S100A4 inh HTS	LGR2 inh	PGC1a acetyl inh	Cneo AK release	SIRT5 inh
O=C(C[C@H]1CC[C@@H]2[C@H](COC[C@@H](O)CN2C(=O)Nc2ccccc2)O1)NCCc1ccncc1	-2	2	0.0	8	-18	3	-2	-1
CCCCC1CCC(c2nc(-c3cccnc3)no2)CC1 (centres undefined)	/	10	/	/	-9	4	3	/
CCCn1c(O)c(N=NC(=O)c2ccco2)c2ccccc21	-3	/	0.1	-20	12	/	0	-4
Cc1cccc(CCNC(=O)C2CCN(S(=O)(=O)c3cccc4nsnc34)CC2)c1	-4	17	/	1	2	-7	1	3
O=[N+]([O-])c1cccc(/C=N/NC2=NCCCCC2)c1	4	/	0.0	4	-18	1	/	-1
COc1ccc(NC(=O)N(C)C[C@@H]2OCCCC[C@@H](C)Oc3ccc(NC(=O)Nc4ccc5c(c4)OCO5)cc3C(=O)N([C@H](C)CO)C[C@@H]2C)cc1	0	11	0.0	-5	7	-1	5	5
O=C(NC1CCC1)[C@@H]1[C@@H](CO)[C@@H]2Cn3c(ccc(-c4ccccc4F)c3=O)[C@@H]2N1Cc1cocn1	-1	2	0.3	-1	3	/	-1	-4
CC(OC(=O)Cn1cnc2ccccc2c1=O)C(=O)N(C)c1ccccc1 (centres undefined)	0	-11	0.5	-2	2	-4	0	0
O=C(N/N=C/C=C/c1ccco1)c1ccccc1Cl	-2	/	0.0	-5	18	17	/	2
Nc1ccc(Cc2ccc([N+](=O)[O-])cc2)cc1	-2	-2	0.2	-6	-28	0	0	/
C[C@H]1CN([C@@H](C)CO)C(=O)c2cc(/C=C/c3ccccc3)cnc2O[C@H]1CN(C)Cc1cncnc1	1	-11	-1.5	15	8	26	-2	-7
C[C@@H]1CN([C@@H](C)CO)C(=O)c2cc(NC(=O)Nc3cccc4ccccc34)ccc2O[C@H]1CN(C)S(=O)(=O)c1cn(C)cn1	2	-23	0.3	4	7	6	1	-2
COc1ccc(NC(=O)COC(=O)COc2cccc3c2OC(C)(C)C3)cc1	2	/	0.2	9	-12	/	/	-2
CCNC(=O)C[C@@H]1CC[C@@H]2NC[C@@H](O)COC[C@H]2O1	-2	/	0.1	-7	-4	/	/	/
Cc1ccc2c(c1)COc1c3ccc(C(=O)NCCO)cc3nn1-2	6	-23	0.0	0	-88	6	-5	-3
CCC(=O)NC(=S)NNC(=O)c1ccc(O)cc1	3	-3	0.0	3	-28	-5	-2	0

An excerpt, so the mix of outcomes need not match the whole.
